Bioassay records as filed in PubChem.
NLRP3 yeast inh = NALP3 inflammasome inhibitors in reconstituted yeast, primary screen, luminescence, uHTS; inhibition, % at 10 µM; 330,000 compounds, 0.39% hits; Yeast reconstituted NLRP3/ASC/caspase-1, beta-gal luminescence, 24 h; AID 2825, 2010;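 active = inhibition of 50% or more; inactive = inhibition below 50%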;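 note: plate controls were induced DMSO wells for no effect and uninduced yeast grown without galactose for full effect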
hIAP block = human IAP inhibitors, primary screen, biochemical, luminescence, uHTS; inhibition, % at 10 µM; purified IAP, CDP-Star luminescence, 30 min; 330,000 compounds, 0.12% hits;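 active = inhibition reaching a set limit with compound at 10 µM in the primary screen, cut at about 35% in these data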;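 note: plate controls were DMSO wells with enzyme for no effect and no-enzyme buffer wells for full effect; values of inactives mirror those of a sister screen read the other way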
Target sequence (P09923 whole entry, looked up): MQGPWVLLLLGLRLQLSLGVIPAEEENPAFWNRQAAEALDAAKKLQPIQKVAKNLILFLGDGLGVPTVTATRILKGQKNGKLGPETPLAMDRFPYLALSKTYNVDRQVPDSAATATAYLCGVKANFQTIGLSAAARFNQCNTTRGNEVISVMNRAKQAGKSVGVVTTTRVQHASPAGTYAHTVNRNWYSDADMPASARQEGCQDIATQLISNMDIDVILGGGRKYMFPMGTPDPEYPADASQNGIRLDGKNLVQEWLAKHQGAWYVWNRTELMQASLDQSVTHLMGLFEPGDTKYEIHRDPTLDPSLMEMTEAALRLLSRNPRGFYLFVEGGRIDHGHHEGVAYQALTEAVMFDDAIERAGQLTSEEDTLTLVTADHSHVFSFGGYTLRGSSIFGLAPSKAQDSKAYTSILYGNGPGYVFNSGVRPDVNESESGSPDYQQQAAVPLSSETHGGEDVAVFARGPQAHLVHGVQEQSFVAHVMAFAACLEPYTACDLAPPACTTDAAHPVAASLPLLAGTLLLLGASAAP
TIM10 inh = growth inhibitors of isogenic TIM10 control yeast, primary screen, counter-screen for tim10-1 yeast inhibitor project, luminescence, uHTS; 330,000 compounds, 1.4% hits; inhibition, % at 10 µM; S. cerevisiae TIM10 strain growth, BacTiter-Glo luminescence, 24 h;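 active = inhibition of 40% or more at the single tested concentration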;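 note: wild-type TIM10 isogenic control strain grown at permissive 25 °C; 0% = DMSO yeast wells and 100% = minimal medium wells without yeast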
hIAP act = human IAP activators, primary screen, biochemical, luminescence, uHTS; Intestinal-type alkaline phosphatase (Homo sapiens), P09923; purified human IAP, CDP-Star luminescence, 30 min; active compounds read high; 1 = vehicle-only enzyme, 0 = enzyme-free background; activation factor at 10 µM; 330,000 compounds, 0.16% hits; AID 2524, 2010;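 active = activation factor of the enzyme at least 2-fold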; note: the source names both 10 and 20 µM as test concentration; values of inactives mirror those of a sister screen read the other way
mIAP block = inhibitors of mouse IAP, primary screen, biochemical, luminescence, uHTS; 330,000 compounds, 0.2% hits; inhibition, % at 10 µM; purified mouse IAP, CDP-Star luminescence, 30 min; AID 2806, 2010;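 active = inhibition of at least 40% at 10 µM in the primary screen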;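 note: plate controls were DMSO with enzyme for no effect and no enzyme wells for full effect; values of inactives mirror those of a sister screen read the other way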
Apaf1 inhib = inhibitors of human Apaf-1 apoptosome, primary screen, biochemical, DEVD-Rh110 fluorescence, uHTS | Apoptotic protease-activating factor 1 (Homo sapiens), O14727 | reconstituted apoptosome caspase-3 activity | inhibition, % at 20 µM | 330,000 compounds, 0.71% hits; active = inhibition of at least 40% at 20 µM;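 note: plate controls were DMSO wells for no effect and DEVD-CHO caspase inhibitor wells for full effect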
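Material: cell-free apoptosome with Apaf-1, procaspase-3 and caspase-9; Buffer or medium: Hepes pH 7.5 with detergent and BSA; Reagent: cytochrome c trigger plus (Z-DEVD)2-Rh110 caspase-3 substrate; Times: compound with Apaf-1, dATP, procaspase-3 30 min, then 50 min reaction, room temperature; Technique: Rh110 fluorescence intensity.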
tim10-1 inh = growth inhibitors of tim10-1 mutant yeast, primary screen, luminescence, uHTS; inhibition, % at 20 µM; AID 463190, 2010; 330,000 compounds, 2.2% hits; S. cerevisiae tim10-1 ts strain growth, BacTiter-Glo, 24 h;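 active = inhibition of at least 40%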;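 note: mutant grown at 25 °C; 0% = DMSO wells with yeast and 100% = wells holding no yeast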
mIAP act = activators of mouse IAP, primary screen, biochemical, luminescence, uHTS; intestinal alkaline phosphatase [Mus musculus]; muIAP, CDP-Star luminescence, 30 min; active compounds read high; 1 = vehicle-only enzyme signal, 0 = enzyme-free wells; activation factor at 10 µM; 330,000 compounds, 0.24% hits; AID 2805, 2010;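 active = activation factor of at least 2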; note: the source names both 10 and 20 µM as test concentration; values of inactives mirror those of a sister screen read the other way
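Assay system: mouse IAP enzyme; reagent: chemiluminescent substrate CDP-Star; dosing: test compounds delivered from DMSO solution; schedule: 30 min at room temperature; measured by: luminescence from enzymatic CDP-Star hydrolysis; controls: DMSO-only wells and no-enzyme negative control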
ATG4B inh = ATG4B protease inhibitors, primary screen, biochemical, fluorescence, uHTS; 340,000 compounds, 0.51% hits; Cysteine protease ATG4B (Homo sapiens), Q9Y4P1; inhibition, % at 8.33 µM; ATG4B cleavage of LC3-PLA2, NBD-HPC fluorescence, 1 h; in the data active = inhibition above about 40%
Target sequence (Q9Y4P1 whole entry, looked up): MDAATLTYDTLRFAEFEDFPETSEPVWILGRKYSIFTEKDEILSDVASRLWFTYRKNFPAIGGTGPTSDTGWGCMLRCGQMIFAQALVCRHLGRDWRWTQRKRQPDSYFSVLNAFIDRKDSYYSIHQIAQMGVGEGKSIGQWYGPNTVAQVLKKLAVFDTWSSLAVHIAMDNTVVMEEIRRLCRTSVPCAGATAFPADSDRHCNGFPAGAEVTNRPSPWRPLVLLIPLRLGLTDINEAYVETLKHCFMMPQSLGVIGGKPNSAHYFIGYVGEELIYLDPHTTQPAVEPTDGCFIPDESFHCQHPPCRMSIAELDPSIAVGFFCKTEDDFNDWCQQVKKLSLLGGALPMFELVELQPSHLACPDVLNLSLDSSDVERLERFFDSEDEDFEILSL
* hit, by the source's call.

Screens in order: NLRP3 yeast inh | hIAP block | TIM10 inh | hIAP act | mIAP block | Apaf1 inhib | tim10-1 inh | mIAP act | ATG4B inh
(1) CCCC(=O)c1cc2c(cc1NC(=O)c1cccs1)OCCO2
 : -15 | 4 | 12 | 0.96 | 4 | 13 | 6 | 0.96 | 0
(2) COCCn1nc2cc(C(=O)NCc3cc(C(F)(F)F)cc(C(F)(F)F)c3)ccc2c1OC
 : 2 | -12 | 3 | 1.1 | -13 | 10 | -28 | 1.1 | 8
(3) COc1ccc(CCNC(=O)c2ccc(OCc3c(C)noc3C)c(OC)c2)cc1
 : 10 | -2 | -12 | 1 | -8 | -1 | -6 | 1.1 | -4
(4) Cc1ccc(S(=O)(=O)N2CCCCC2)cc1NC(=O)COC(=O)CNC(=O)c1cc(Cl)cc([N+](=O)[O-])c1
 : 1 | 0 | -11 | 1 | -4 | -8 | 11 | 1 | -19
(5) COCCN(CCOC)S(=O)(=O)c1ccc(C(=O)Nc2nnc(CSC)o2)cc1
 : 9 | 2 | -16 | 0.98 | 0 | -14 | 10 | 1 | -2
(6) CC1(C)C(=O)Nc2ccccc2N1C(=O)COC(=O)Cc1c(F)cccc1Cl
 : 18 | 13 | 1 | 0.87 | 12 | 4 | 22 | 0.88 | 3
(7) Cc1noc(C)c1C(=O)OCC(=O)NCc1ccccc1
 : 23 | -10 | 7 | 1.1 | 5 | -6 | 2 | 0.95 | -2
(8) CC1CCC2(CC1)NC(=O)N(CC(=O)Nc1cccc(C#N)c1)C2=O (centres undefined)
 : 0 | -1 | 15 | 1 | -10 | 2 | 4 | 1.1 | -1
(9) O=C1C=CC(=O)N1Cc1ccccc1
 : 10 | -17 | 13 | 1.2 | -1 | -10 | 37 | 1 | 2
(10) CC(C)(C)c1ccc(-c2nc(-c3ccncc3)no2)cc1
 : 21 | 10 | -14 | 0.9 | 14 | 8 | -12 | 0.86 | -3
(11) CCn1c(SCC(=O)O)nnc1-c1ccc2[nH]c(C)c(C)c2c1
 : -15 | -7 | 10 | 1.1 | -12 | -6 | 3 | 1.1 | 4
(12) CCN(CCNC(=O)c1ccc(CSc2nc3ccncc3[nH]2)cc1)c1ccccc1
 : 2 | -2 | -14 | 1 | -2 | 9 | -9 | 1 | -10
(13) CCCCn1c(/N=C/c2ccc(N(C)C)cc2)nc2ccccc21
 : 16 | -4 | -2 | 1 | -9 | 8 | 13 | 1.1 | 17
(14) CC(=O)Nc1cccc(Oc2cc(C#N)c(C#N)cc2N2CCCCCC2)c1
 : 5 | -10 | 8 | 1.1 | 5 | 14 | 30 | 0.95 | -9
(15) COC(=O)c1c(NC(=O)c2ccco2)sc(C(=O)N2CCCC2)c1C
 : 9 | -9 | -27 | 1.1 | -16 | -6 | -4 | 1.2 | -8
(16) COc1cc(NC(=O)c2cccs2)c(C(=O)OCC(=O)NCc2ccco2)cc1OC
 : 12 | 7 | 9 | 0.93 | 9 | 12 | 3 | 0.91 | -7
(17) COc1cccc(CNC(=O)COC(=O)CN2C(=O)NC3(CCCCC3C)C2=O)c1 (centres undefined)
 : -12 | 10 | -14 | 0.9 | 14 | -9 | -2 | 0.86 | -3
(18) CCOC(=O)C1CCCN(C2=NC(=O)/C(=C/c3ccc(OC)c(OC)c3)S2)C1 (centres undefined)
 : 22 | 8 | 28 | 0.92 | 2 | 4 | 28 | 0.98 | -12
(19) COc1cc(OC)c(NC(=O)c2cc(S(=O)(=O)N3CCOCC3)cn2C)cc1Cl
 : -2 | 6 | 5 | 0.94 | -12 | 17 | 7 | 1.1 | -10
(20) O=C(Nc1ccc(OC(F)(F)F)cc1)c1cnc2n(c1=O)CCS2
 : 21 | -4 | 7 | 1 | -14 | 13 | 1 | 1.1 | -3

Complete entries from above. Values in the order: NLRP3 yeast inh, hIAP block, TIM10 inh, hIAP act, mIAP block, Apaf1 inhib, tim10-1 inh, mIAP act, ATG4B inh
`COc1cc(OC)c(NC(=O)c2cc(S(=O)(=O)N3CCOCC3)cn2C)cc1Cl` is entered as -2, 6, 5, 0.94, -12, 17, 7, 1.1, -10
`O=C1C=CC(=O)N1Cc1ccccc1` is entered as 10, -17, 13, 1.2, -1, -10, 37, 1, 2
`COCCn1nc2cc(C(=O)NCc3cc(C(F)(F)F)cc(C(F)(F)F)c3)ccc2c1OC` is entered as 2, -12, 3, 1.1, -13, 10, -28, 1.1, 8

(more compounds)
Screens in order: NLRP3 yeast inh | hIAP block | TIM10 inh | hIAP act | mIAP block | Apaf1 inhib | tim10-1 inh | mIAP act | ATG4B inh
(21) CNc1nc(OCC(F)(F)F)nc(N2CCOCC2)n1
 : 25 | -13 | -3 | 1.1 | -3 | -3 | -1 | 1 | -5
(22) O=C(N/N=C/c1cccc(OC(=O)c2cccc(Br)c2)c1)c1cccnc1
 : 30 | 1 | 10 | 0.99 | 6 | -10 | 25 | 0.94 | -3
(23) O=C(Nc1ccc2oc(-c3cccnc3)nc2c1)c1ccco1
 : 46 | -4 | 36 | 1 | -1 | 5 | 19 | 1 | -14
(24) CCOc1[nH]n(-c2ccc(Cl)cc2)c(=O)c1C=Nc1ccc(Cl)cc1
 : 5 | -2 | 4 | 1 | 0 | 3 | 5 | 1 | 6
(25) C=CCOc1ccc(C(=O)CC)cc1OC
 : 10 | -10 | 6 | 1.1 | 2 | -19 | 0 | 0.98 | 0
(26) Clc1ccc(-c2csc(=Nc3cccnc3)n2CCCn2ccnc2)cc1Cl
 : 15 | -4 | 32 | 1 | 0 | 11 | 27 | 1 | 8
(27) COC(=O)CCC(=O)Nc1ccc2oc3c(c2c1)CCCC3
 : 23 | 42* | 4 | 0.58 | 11 | 11 | 12 | 0.89 | 1
(28) CC(C)CC1(C)NC(=O)N(Cc2cc([N+](=O)[O-])cc3c2OCOC3)C1=O (centres undefined)
 : -8 | -1 | 0 | 1 | -2 | -2 | 20 | 1 | 5
(29) CN(C)S(=O)(=O)c1cc(NC(=O)CN2CCNC(=O)C2)ccc1Cl
 : 19 | 5 | 6 | 0.95 | 6 | 4 | 12 | 0.94 | -11
(30) COc1ccccc1Oc1cn[nH]c1-c1ccc(O)cc1O
 : 18 | -25 | 16 | 1.2 | 8 | 1 | 4 | 0.92 | -2
(31) COc1ccc(N2Cc3cccc(C(=O)N4CCN(C(=O)c5ccco5)CC4)c3C2=O)cc1
 : 6 | -6 | -5 | 1.1 | 0 | -2 | 0 | 1 | 0
(32) COc1ccc(C(=O)NNc2cc(C)nc(NNC(=O)c3ccc(OC)cc3)n2)cc1
 : -1 | -125 | -3 | 2.3* | 12 | 8 | -3 | 0.88 | -8
(33) CCOc1ccc(Cn2c(O)cc(=O)[nH]c2=O)cc1
 : 10 | -6 | -6 | 1.1 | -1 | -2 | 8 | 1 | -10
(34) COc1ccc(N2CC(C(=O)Nc3ccc(S(=O)(=O)Nc4nc(C)cc(C)n4)cc3)CC2=O)cc1 (centres undefined)
 : 2 | -15 | -14 | 1.1 | -13 | -12 | -7 | 1.1 | -1
(35) Cn1nnnc1SCC(=O)N1CCN(C(=O)c2ccco2)CC1
 : 8 | 5 | -2 | 0.95 | -8 | 1 | -14 | 1.1 | -11
(36) Cc1ccc(S(=O)(=O)NCC(=O)N(CC(=O)NC2CCCC2)CC2CCCO2)cc1 (centres undefined)
 : 16 | -11 | -1 | 1.1 | -9 | 5 | 5 | 1.1 | 10
(37) CCOC(=O)c1ccc(NC(=O)Cn2nnc3ccccc32)cc1
 : 17 | 10 | -27 | 0.9 | -4 | -5 | -13 | 1 | -10
(38) Cc1cccc(CS(=O)(=O)Cc2ccc(C(=O)NCCN3CCCCC3C)o2)c1 (centres undefined)
 : 11 | 5 | -19 | 0.95 | -3 | 23 | 12 | 1 | -5
(39) O=C(COC(=O)c1cccnc1SCC(=O)NCc1ccccc1)NCc1ccccc1
 : 1 | -1 | -22 | 1 | 5 | 7 | 6 | 0.95 | -5
(40) O=C(NCc1ccccn1)c1cc(Br)ccc1Cl
 : -11 | 7 | -9 | 0.93 | 14 | 6 | -2 | 0.86 | 3
(41) O=C(O)c1cc(N2C(=O)CCC2=O)ccc1NCc1cccnc1
 : -2 | 0 | -3 | 1 | 10 | -12 | -9 | 0.9 | -8
(42) COc1cccc(C(=O)NCC2CCCN(C(=O)c3ccc(C=O)cc3)C2)c1OC (centres undefined)
 : 7 | -5 | 2 | 1.1 | -3 | -1 | 1 | 1 | 3
(43) Cc1cc(C)n(CC(C)NCc2cn[nH]c2-c2ccc(C)c(C)c2)n1 (centres undefined)
 : 3 | -6 | -12 | 1.1 | -3 | -20 | 6 | 1 | -18
(44) COc1ccc(NC(=O)NNC(=O)c2ccc3ccccc3c2O)c(OC)c1
 : 4 | -8 | -4 | 1.1 | 16 | 9 | -6 | 0.84 | -6
(45) CCCC(C(=O)Nc1ccncc1)c1ccccc1 (centres undefined)
 : 2 | -17 | 3 | 1.2 | -4 | 0 | -2 | 1 | -1
(46) Cc1[nH]c2ccccc2c1C=NNC(=O)c1cc(-c2cccnc2)nc2ccccc12
 : 0 | -3 | 10 | 1 | 9 | 12 | 0 | 0.91 | -8
(47) Nc1ccc(C(=O)N/N=C\c2cc(N=Nc3cccc4ccccc34)ccc2O)cc1
 : 25 | 0 | 18 | 1 | 28 | 24 | 0 | 0.72 | 9
(48) CC(C)Cn1c(Cc2ccccc2)n[nH]c1=S
 : 12 | 12 | 14 | 0.89 | 12 | -21 | 13 | 0.88 | -3
(49) CCn1c(C)nc2cc(C(=O)N/N=C/c3ccccc3C)ccc21
 : 13 | 0 | -21 | 1 | 0 | 2 | -20 | 1 | -9
(50) CCOC(=O)C1CCCN(C(=O)c2ccc(CS(=O)(=O)Cc3ccccc3C)o2)C1 (centres undefined)
 : 0 | -13 | -1 | 1.1 | -11 | 4 | 3 | 1.1 | 1
(51) COc1ccc(NC(=O)CSc2ccccn2)c([N+](=O)[O-])c1
 : 38 | 31 | -15 | 0.69 | 9 | -3 | -14 | 0.91 | -4
(52) COC(=O)c1ccccc1NC(=O)Nc1ncccc1C
 : -4 | 3 | 2 | 0.97 | -1 | -3 | -2 | 1 | -1
(53) O=C(c1ccccc1)N1CCN(C(=O)c2ccccc2Br)CC1
 : -1 | 9 | 12 | 0.91 | 7 | 0 | 11 | 0.93 | -3
(54) Cc1ccc(S(=O)(=O)c2cc3ccccc3oc2=Nc2ccc3c(c2)OCCO3)cc1
 : 8 | 9 | -2 | 0.91 | 20 | 2 | 16 | 0.8 | 39
(55) COc1ccc(S(=O)(=O)N2CCOCC2)cc1NC(=O)COC(=O)c1ccc([N+](=O)[O-])s1
 : 8 | -15 | 6 | 1.2 | -4 | 30 | 7 | 1 | 7
(56) COC(=O)c1cc(C(=O)Nc2ccc(Cl)cn2)cc([N+](=O)[O-])c1
 : -5 | 5 | 16 | 0.95 | 9 | 1 | 4 | 0.91 | -1
(57) FC(F)Oc1ccc(-c2c[n+]3c(n2-c2ccccc2)CCCCC3)cc1
 : 20 | -15 | -4 | 1.1 | 0 | -2 | -4 | 1 | 0
